Screening data (PubChem BioAssay)
OX1R antag-1: human HCRTR1 antagonism. CHO/OX1R cells, Fluo-8 calcium fluorescence, orexin A. AID 434989. O43613. inhibition, % at 5 µM. 0.43% of 330,000 active;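 active = inhibition above its plate's threshold, mean inhibition of all tested compounds on the plate plus 3 SD, cut at about 37% in these data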;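 note: 0% = orexin A challenge wells and 100% = SB-334867-A antagonist wells; not every result past the cut was called active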
Target sequence (O43613 whole entry, looked up): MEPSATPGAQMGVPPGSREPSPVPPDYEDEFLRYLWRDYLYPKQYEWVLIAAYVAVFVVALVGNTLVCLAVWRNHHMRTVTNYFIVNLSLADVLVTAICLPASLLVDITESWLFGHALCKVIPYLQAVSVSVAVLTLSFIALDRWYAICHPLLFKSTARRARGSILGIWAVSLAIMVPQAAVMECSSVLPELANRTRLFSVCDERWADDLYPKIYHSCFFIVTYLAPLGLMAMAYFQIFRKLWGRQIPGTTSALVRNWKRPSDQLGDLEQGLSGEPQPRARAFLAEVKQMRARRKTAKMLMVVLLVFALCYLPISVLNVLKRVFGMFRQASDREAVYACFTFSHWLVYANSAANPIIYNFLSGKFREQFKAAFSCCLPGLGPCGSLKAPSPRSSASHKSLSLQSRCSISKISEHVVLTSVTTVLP
CHT allo act: allosteric activators of human choline transporter CHT; CHT-expressing cells, membrane potential dye, choline EC20; hits give high values; LV-AA mutant CHT in HEK293 cells; B-score at 10 µM; 0.49% of 310,000 active;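 active = initial fluorescence not abnormally high and integrated response B-score, plate-corrected, over 3 SD above library mean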
Target sequence (Q9GZV3 whole entry, looked up): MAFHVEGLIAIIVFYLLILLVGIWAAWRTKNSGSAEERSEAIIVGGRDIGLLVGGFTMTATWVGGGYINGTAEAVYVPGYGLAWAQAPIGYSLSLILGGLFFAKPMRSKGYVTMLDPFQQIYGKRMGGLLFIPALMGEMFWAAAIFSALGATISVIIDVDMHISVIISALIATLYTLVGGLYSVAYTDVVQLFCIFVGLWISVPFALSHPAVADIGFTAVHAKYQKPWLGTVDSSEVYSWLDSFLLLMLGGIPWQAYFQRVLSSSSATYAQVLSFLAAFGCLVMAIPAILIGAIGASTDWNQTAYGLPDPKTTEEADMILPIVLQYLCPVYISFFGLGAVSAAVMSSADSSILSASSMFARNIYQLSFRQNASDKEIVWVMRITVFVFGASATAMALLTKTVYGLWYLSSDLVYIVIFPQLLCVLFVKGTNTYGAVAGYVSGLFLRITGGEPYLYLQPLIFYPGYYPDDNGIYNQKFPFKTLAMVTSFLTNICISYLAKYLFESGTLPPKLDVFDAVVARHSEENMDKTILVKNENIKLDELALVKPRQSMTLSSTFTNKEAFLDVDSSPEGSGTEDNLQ
OX1R antag-2: OX1R (human) antagonism; O43613; OX1R-expressing cells, FRET antagonist read-out; inhibition, % at 6.6 µM; 1.8% of 330,000 active; AID 485270; in the data active = inhibition mostly above about 38%, no sharp cut-off; inactive = mostly below about 40%;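 note: 0% = agonist challenge alone and 100% = reference antagonist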
The depositor's hits bear a star; i = inactive; nt = not tested or not shown.

SMILES | OX1R antag-1 | CHT allo act | OX1R antag-2
CC(C)(C)n1nnnc1C(c1cccnc1)N1CCN(c2ccccn2)CC1 (stereo unspecified) | -17 | i | 6
CCc1ccc(C(=O)COC(=O)c2cccnc2Cl)cc1 | -21 | i | 6
COCCCN1C(=O)c2ccc(C(=O)O)cc2C1=O | 0 | i | 16
CCC(C)c1ccc(S(=O)(=O)N2CCN(S(=O)(=O)c3ccc(NC(C)=O)cc3)CC2)cc1 (stereo unspecified) | -12 | i | 12
O=C(Cc1ccccc1[N+](=O)[O-])N1CCN(c2ccc(F)cc2)CC1 | -12 | i | 23
CC(C)Nc1oc(Cc2cccc3ccccc23)nc1C#N | -26 | i | 24
O=C(c1ccc(COc2ccccc2Cl)o1)N1CCCC1 | -14 | i | 23
O=C(COC(=O)c1ncc(Cl)c(Cl)c1Cl)c1ccc(Cl)s1 | -20 | i | 15
CCCCc1c(O)nc(SCC(=O)N2CCOCC2)n(-c2ccccc2C)c1=O | -4 | i | 17
COc1ccc(C2C(C#N)=C(N)SC(N)=C2C#N)cc1OC | -1 | i | 15
Cc1nc(SCC(=O)OCc2ccccc2)c(C#N)c(-c2ccccc2)c1C(=O)Nc1ccccc1 | 3 | i | 18
Cc1ccc(CN2C(=O)S/C(=C\c3ccccc3OCC(=O)O)C2=O)cc1 | -9 | i | 9
CN(C(=O)C1CCCO1)c1nnc(-c2ccccn2)s1 (stereo unspecified) | -10 | i | 10
Cc1ccccc1NC(=O)COC(=O)c1cc(=O)c2ccccc2o1 | -16 | i | 14
CCN1C(=O)C2(/C(=C(\O)c3ccc4c(c3)OCCO4)C(=O)C(=O)N2CCCOC)c2ccccc21 (stereo unspecified) | -12 | i | 11
CC(=O)Nc1ccc(S(=O)(=O)NCC2CCC(C(=O)N3CC(C)CC(C)C3)CC2)cc1 (stereo unspecified) | -34 | i | 0
COc1ccc(NC(=O)NNc2cc(N3CCOCC3)nc(N3CCOCC3)n2)cc1 | -20 | i | 17
CCCn1c(=N)n(CC(=O)c2cccs2)c2ccccc21 | -25 | i | 15
CCC(NC(=O)c1cc(COc2ccc(Cl)cc2OC)on1)c1ccncc1 (stereo unspecified) | -31 | i | 5
O=c1[nH]cc(N=Cc2cc([N+](=O)[O-])ccc2O)c(=O)[nH]1 | 5 | i | 3
CCCCSc1cc(C)nc(N)n1 | -4 | i | 6
CN1CCN(C(=O)CCN2C(=O)c3ccccc3S2(=O)=O)CC1 | -3 | i | 2
CC(C)CN(Cc1cc(=O)oc2cc(-c3ccccc3)c(O)cc12)CC(C)C | -21 | i | 19
CCOCCn1cnc2sc(C(=O)NCCCN3CCOCC3)c(C)c2c1=O | -21 | i | 6
CCOc1ccc(/C=N/n2nnnc2N)cc1O | -6 | i | 17

18 entries already listed, arranged by SMILES length, low to high.
SMILES | OX1R antag-1 | CHT allo act | OX1R antag-2
CCCCSc1cc(C)nc(N)n1 | -4 | i | 6
CCOc1ccc(/C=N/n2nnnc2N)cc1O | -6 | i | 17
COCCCN1C(=O)c2ccc(C(=O)O)cc2C1=O | 0 | i | 16
CC(C)Nc1oc(Cc2cccc3ccccc23)nc1C#N | -26 | i | 24
CCc1ccc(C(=O)COC(=O)c2cccnc2Cl)cc1 | -21 | i | 6
CCCn1c(=N)n(CC(=O)c2cccs2)c2ccccc21 | -25 | i | 15
COc1ccc(C2C(C#N)=C(N)SC(N)=C2C#N)cc1OC | -1 | i | 15
Cc1ccccc1NC(=O)COC(=O)c1cc(=O)c2ccccc2o1 | -16 | i | 14
CN1CCN(C(=O)CCN2C(=O)c3ccccc3S2(=O)=O)CC1 | -3 | i | 2
CCOCCn1cnc2sc(C(=O)NCCCN3CCOCC3)c(C)c2c1=O | -21 | i | 6
CCC(NC(=O)c1cc(COc2ccc(Cl)cc2OC)on1)c1ccncc1 (stereo unspecified) | -31 | i | 5
CCCCc1c(O)nc(SCC(=O)N2CCOCC2)n(-c2ccccc2C)c1=O | -4 | i | 17
Cc1ccc(CN2C(=O)S/C(=C\c3ccccc3OCC(=O)O)C2=O)cc1 | -9 | i | 9
COc1ccc(NC(=O)NNc2cc(N3CCOCC3)nc(N3CCOCC3)n2)cc1 | -20 | i | 17
CC(=O)Nc1ccc(S(=O)(=O)NCC2CCC(C(=O)N3CC(C)CC(C)C3)CC2)cc1 (stereo unspecified) | -34 | i | 0
Cc1nc(SCC(=O)OCc2ccccc2)c(C#N)c(-c2ccccc2)c1C(=O)Nc1ccccc1 | 3 | i | 18
CCC(C)c1ccc(S(=O)(=O)N2CCN(S(=O)(=O)c3ccc(NC(C)=O)cc3)CC2)cc1 (stereo unspecified) | -12 | i | 12
CCN1C(=O)C2(/C(=C(\O)c3ccc4c(c3)OCCO4)C(=O)C(=O)N2CCCOC)c2ccccc21 (stereo unspecified) | -12 | i | 11

Next section.
SMILES | OX1R antag-1 | CHT allo act | OX1R antag-2
CCOC(=O)C1=C(O)/C(=C/c2cccc(OC)c2O)N=C1C | -10 | i | 35
CCOC(=O)c1cc2c(=O)n3ccccc3nc2n(CCCOC)c1=NC(=O)C(C)(C)C | -41 | i | 84*
O=c1oc2ccccc2c2c1C(O)CO2 (stereo unspecified) | 0 | i | 18
O=[N+]([O-])c1cccc(CN(CCO)Cc2ccccc2)c1 | -18 | i | 16
O=S(=O)(N(Cc1ccccc1)[C@H](CO)Cc1ccccc1)N(Cc1ccccc1)[C@H](CO)Cc1ccccc1 | 17 | nt | 10
NC(=O)c1c(NC(=O)CN2CCN(S(=O)(=O)c3ccccc3)CC2)sc2c1CCC2 | -16 | i | 23
CC(=O)N(c1nc(CCl)cs1)c1ccc(C)cc1C | -1 | i | 22
Cc1c(C)c2ccc(OS(C)(=O)=O)cc2oc1=O | -10 | i | 11
CC(NC(=O)Cc1ccccc1)c1cc2c(cc1Br)OCCCO2 (stereo unspecified) | -16 | i | 20
O=C(O)Cc1csc(NC(=O)CSc2nnnn2-c2ccc(O)cc2)n1 | -11 | i | 17
CC1N(O)C(C)(C)C(c2ccccc2)=[N+]1[O-] (stereo unspecified) | 4 | i | 2
O=C(CSc1ncccc1C(=O)O)c1ccccc1F | -4 | i | 12
COc1cc2cc(CCCOC(=O)c3ccc(C#N)cc3)oc(=O)c2cc1OC | -15 | nt | 3
Cc1nc2ccc(NC(=O)COc3ccccc3F)cc2s1 | -3 | i | 10
COc1ccccc1Nc1nc(-c2sc(NC(=O)c3ccc([N+](=O)[O-])cc3)nc2C)cs1 | -33 | i | 32
CC(C)Nc1ccc(C(CC(N)=O)NC(=O)c2ccccc2)cc1[N+](=O)[O-] (stereo unspecified) | -18 | i | 29
O=C(CSc1nnc(N2CCOCC2)n1-c1cccc(F)c1)N1CCN(c2ccccn2)CC1 | -4 | nt | 6
Cn1c2ccccc2c2nnc(N/N=C/c3ccc(O)cc3)nc21 | 3 | i | 20
COc1ccc(O[C@H]2C=C[C@@H](c3ccccc3)O[C@@H]2CO/N=C(\C)CCN2CCc3nc(-c4ccccc4)c(-c4ccccc4)cc3C2)cc1 | -30 | i | 9
CN(C)CCCn1cnc2c1c(=O)[nH]c(=O)n2Cc1ccccc1 | -14 | i | -1
CCCCN1C2=NCCCN2c2ccccc21 | 2 | i | 9
Cc1ccccc1NC(=O)CSC1=NCCN1 | -8 | i | 10
O=C1CCCN1CN(C(=O)c1ccc2c(c1)OCO2)c1cccc(Cl)c1 | -13 | i | 8
Cn1c2ccccc2c2ncn(CCC3=CCCCC3)c(=O)c21 | -37 | i | 23
O=C(Nc1ccc(Br)cc1)c1cc([N+](=O)[O-])cc([N+](=O)[O-])c1 | -12 | i | 28

(list continues)
SMILES | OX1R antag-1 | CHT allo act | OX1R antag-2
CCOc1ccc(NC(=O)CSc2nnc(C3CC3)n2N)cc1 | -6 | i | 14
COc1ccc(C2CC(=O)c3c(ccc4ccccc34)N2)cc1OC (stereo unspecified) | -1 | i | 13
CC1(NC(=O)/C=C/c2nc3ccccc3s2)CCS(=O)(=O)C1 (stereo unspecified) | 16 | nt | 5
O=C(NCCc1ccccc1)c1nnc(CS(=O)(=O)c2ccccc2)o1 | -4 | i | 2
Cc1cc(C)c2oc(-c3ccc(C)c(NC(=S)NC(=O)c4cccs4)c3)nc2c1 | -13 | i | 11
Cc1cc(C(=O)N/N=C/c2ccco2)n[nH]1 | -16 | i | 41
CC(C)Cn1c(SCC(=O)N2CCN(C(=O)c3ccco3)CC2)nc2ccccc2c1=O | -29 | i | 21
COC(=O)C(C)Sc1nc2c(c(=O)n(C)c(=O)n2C)n1CCC(C)C (stereo unspecified) | -24 | i | 27
C=C1c2ccccc2NC(=O)N1c1ccc(OC)cc1 | -9 | i | 9
CCOc1ccc(N(C)S(=O)(=O)c2cnc[nH]2)cc1 | 10 | i | 11
COc1ccc(C(C(=O)NC(C)(C)C)N(C(=O)CCC(=O)Nc2cc(C)on2)c2cccc(C)c2C)cc1 (stereo unspecified) | -14 | i | 4
C=CCNC(=S)Nc1ccc(N(C)C)cc1 | 2 | i | 17
COc1ccc(-c2nnc(N(C)C(=O)c3cccnc3)s2)cc1 | -13 | i | 20
Cc1cc(SCc2ccc(Cl)c(Cl)c2)nc(=O)[nH]1 | -6 | i | 11
C=CCSc1n[nH]c(-c2ccc(OC)cc2)n1 | -1 | i | 14
CCNC(=O)NC(=O)C(C)OC(=O)C1CCN(S(=O)(=O)c2ccccc2F)CC1 (stereo unspecified) | -24 | i | 10
Cc1cccc(CC(=O)NC2CCN(C)CC2)c1 | -19 | i | 1
N/C(=N\OC(=O)CCCc1ccccc1)c1ccccc1Cl | -30 | i | 6
Nn1c(-c2cccc(Br)c2)n[nH]c1=S | -14 | i | 20
CCN(C(=O)COc1ccccc1)c1nnc(-c2cccnc2)s1 | -14 | i | 14
CC(C)CC(OC(=O)c1cccs1)C(=O)NCc1ccco1 (stereo unspecified) | -39 | i | 8
CC(C)CN(CCCNC(=O)CN1N=C(c2ccc(Cl)cc2)CCC1=O)CC(C)C | -38 | i | 6
NNC(=O)C=C1CCN(c2ncc(C(F)(F)F)cc2Cl)CC1 | -14 | i | 4
CCOC(=O)c1nnn(-c2nc(OC)nc(N(C)C)n2)c1-c1ccccc1 | -22 | i | 25
CCCCOC(=O)c1ccc(NC(=S)NC(=O)c2c(Cl)cnn2CC)cc1 | -32 | i | 17

Further entries
SMILES | OX1R antag-1 | CHT allo act | OX1R antag-2
Cc1cc(C)cc(OCC(=O)Nc2ccc(F)cc2)c1 | -23 | i | 6
COc1ccccc1N1CCN(C(=O)c2ccc3c(=O)n(Cc4ccco4)c(=S)[nH]c3c2)CC1 | -24 | i | 18
CN(C)C(=O)CCc1ccc2c3c([nH]c2c1)[C@]1(C)[C@@H](C(=O)N2CCOCC2)C[C@H](CC(=O)NCCCn2ccnc2)C(=O)N1CC3 | -10 | nt | 5
C=CCNC(=O)c1ccc2nccnc2c1 | 1 | i | 23
O=[N+]([O-])c1cc([N+](=O)[O-])c(Oc2ccccc2F)cc1NN1CCCCC1 | -16 | i | 4
S=c1[nH]nc(-c2ccc3ccccc3n2)o1 | 1 | i | 23
CCC(C)C(NC(N)=O)C(=O)Nc1ccc(C)c(Cl)c1 (stereo unspecified) | 9 | i | 9
COc1cc(/C=C2/SC(=O)NC2=O)ccc1OCc1ccccc1 | -19 | i | 54*
O=C(NCc1ccncc1)c1cn(-c2ccccc2)nc1-c1cccnc1 | -37 | i | 16
Cc1nc2nc(SCc3ccccc3)[nH]n2c(=O)c1CCC(C)C | -32 | i | 30
O=C(NCc1ccccc1)c1cc[n+](CC(=O)c2cccs2)cc1 | -16 | i | 21
O=C(COc1ccccc1F)OCC(=O)c1ccc([N+](=O)[O-])cc1 | 9 | nt | 31*
CCCCOc1ccc(NC(=O)CSCC(=O)OCC)cc1 | 0 | i | 6
CC1CCC(C(=O)NC(C(=O)NCc2ccccn2)C(C)C)CC1 (stereo unspecified) | -6 | i | 5
O=C(CS(=O)CC(=O)N(CC(=O)NC1CCCC1)C1CCCCC1)Nc1ccc(F)cc1 (stereo unspecified) | -22 | i | 5
CCOC(=O)c1ccc2nc3c(cc2c1)CCS3 | -35 | i | 27
COC(=O)c1cccc(NC(=S)N2CCOCC2)c1 | -9 | i | 2
CCOC(=O)Cc1csc(NC(=O)c2ccc(N3CCOCC3)cc2[N+](=O)[O-])n1 | -1 | nt | 12
CC(C)n1c(Nn2cnnc2)nc2ccccc21 | -8 | i | -3
O=C(O)c1ccc(Nc2ncnc3ccccc23)cc1 | 1 | i | 1
C=CCc1c(C)[nH]c(=S)c(C#N)c1C | -25 | i | 18
O=C(O)CCC(=O)N1N=C(c2c(-c3ccccc3)c3cc(Cl)ccc3[nH]c2=O)CC1c1cccs1 (stereo unspecified) | 2 | i | 7
C=CCC1Cc2c(Br)cccc2C(CC=C)N1 (stereo unspecified) | -18 | i | 7
CC(=O)c1cccc(NC(=S)NC(=O)c2ccc(C)cc2)c1 | -27 | i | 46
COc1ccccc1NC(=O)Cc1nnc(SCC(=O)c2ccc(F)cc2)n1C | -23 | i | -2
C[C@H](NC(=O)c1nc[nH]c1C(=O)N[C@@H](CCCCNC(=O)OC(C)(C)C)C(=O)OC(C)(C)C)C(=O)OC(C)(C)C | -47 | i | 9
FC(F)(F)c1cccc(NCc2n[nH]c(=S)n2C2CCCCC2)c1 | -16 | i | 2
CCOC(=O)C1(CCc2ccccc2)CCN(C(=O)[C@@H]2C[C@@H](C)NC(=S)N2)CC1 | -29 | i | 11
O=C1CCC(=O)N1OCCOc1ccc2c(c1)CCC2 | -8 | i | 11

Compounds were not picked by outcome (roughly 2.5% active in at least one column).
